KDM5B inh – Primary screen for KDM5B Histone Demethylases FDH-coupled qHTS | Potency, µM (highest dose often 57.7 µM), without a hit: at the highest dose activity change, negative = inhibition, hits mostly inhibitors | KDM5B demethylase, FDH-coupled NADH fluorescence (FDH is formaldehyde dehydrogenase) | 220,000 compounds, 2.6% hits | Lysine-specific demethylase 5B (Homo sapiens), Q9UGL1 | AID 1347165, 2019; active means well fitted inhibition curve with a large enough effect; inconclusive means small, poorly fitted or top-dose-only effect; inactive means no such curve, though single readings can be large or run the other way; further: 0% is about no effect; nearly all actives have a fitted effect of over 70% in size
Target sequence (Q9UGL1 whole entry, looked up): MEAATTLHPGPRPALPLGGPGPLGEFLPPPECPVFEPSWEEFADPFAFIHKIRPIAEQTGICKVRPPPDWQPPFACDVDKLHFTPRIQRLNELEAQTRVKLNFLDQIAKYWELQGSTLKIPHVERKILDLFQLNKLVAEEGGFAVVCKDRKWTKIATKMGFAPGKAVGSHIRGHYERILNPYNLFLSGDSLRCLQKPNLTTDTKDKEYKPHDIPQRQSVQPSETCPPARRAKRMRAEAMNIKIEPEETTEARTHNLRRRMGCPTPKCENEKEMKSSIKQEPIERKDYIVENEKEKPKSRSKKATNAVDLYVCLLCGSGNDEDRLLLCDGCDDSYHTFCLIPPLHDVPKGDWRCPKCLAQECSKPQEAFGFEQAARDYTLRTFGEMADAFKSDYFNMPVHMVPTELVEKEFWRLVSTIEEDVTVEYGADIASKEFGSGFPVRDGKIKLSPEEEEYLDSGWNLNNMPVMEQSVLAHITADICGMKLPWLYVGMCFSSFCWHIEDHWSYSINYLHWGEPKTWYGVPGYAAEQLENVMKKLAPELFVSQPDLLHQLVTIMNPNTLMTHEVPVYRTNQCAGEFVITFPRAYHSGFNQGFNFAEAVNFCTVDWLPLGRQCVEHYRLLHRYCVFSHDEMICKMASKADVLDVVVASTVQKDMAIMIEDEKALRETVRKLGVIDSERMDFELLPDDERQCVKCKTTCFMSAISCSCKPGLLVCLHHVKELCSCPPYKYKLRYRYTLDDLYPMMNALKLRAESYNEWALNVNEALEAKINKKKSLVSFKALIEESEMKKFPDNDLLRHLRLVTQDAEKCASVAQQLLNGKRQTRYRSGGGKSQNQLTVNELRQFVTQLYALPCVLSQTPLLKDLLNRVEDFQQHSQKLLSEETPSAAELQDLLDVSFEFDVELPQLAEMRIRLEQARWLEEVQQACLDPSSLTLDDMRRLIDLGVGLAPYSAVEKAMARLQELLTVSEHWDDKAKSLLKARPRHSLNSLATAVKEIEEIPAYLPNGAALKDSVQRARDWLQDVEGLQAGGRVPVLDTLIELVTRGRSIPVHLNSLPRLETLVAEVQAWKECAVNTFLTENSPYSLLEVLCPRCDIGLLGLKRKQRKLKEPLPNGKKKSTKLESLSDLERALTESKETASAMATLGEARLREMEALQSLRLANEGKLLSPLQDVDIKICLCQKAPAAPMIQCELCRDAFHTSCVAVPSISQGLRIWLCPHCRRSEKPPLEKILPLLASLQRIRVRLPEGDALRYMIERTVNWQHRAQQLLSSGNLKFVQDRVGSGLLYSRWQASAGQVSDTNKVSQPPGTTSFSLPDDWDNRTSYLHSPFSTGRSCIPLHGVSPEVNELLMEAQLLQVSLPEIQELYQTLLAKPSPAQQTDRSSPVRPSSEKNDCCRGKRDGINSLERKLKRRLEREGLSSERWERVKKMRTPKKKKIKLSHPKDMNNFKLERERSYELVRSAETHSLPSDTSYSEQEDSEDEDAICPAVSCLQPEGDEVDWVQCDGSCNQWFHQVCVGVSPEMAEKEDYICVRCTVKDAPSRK
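Coupled FDH/NAD⁺ fluorescence readout. KDM5BΔAP 200 nM final; compound titration, 10 min RT preincubation; substrate mix 12.5 µM H3K4me3, 25 µM 2-OG, 50 µM Fe(II), 100 µM ascorbate, 0.25 mM NAD⁺, 0.25 U/mL FDH; ΔRFU over 30 min.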
Numbers without * were called inactive; i = inactive; ? = inconclusive; & = joins results of further samples; [ ] = another dose, or the depositor's remark. Potency means the concentration at half of the fitted maximal effect. An excerpt; the hit share may differ from the screen's.

SMILES	KDM5B inh
CCOC(=O)c1cnn(-c2ccccc2)c1NC(=O)CN1CCCCC1	-1%
Cc1ccc(-c2nc3cc(C(C)C)ccc3o2)cc1NC(=O)c1cccs1	?
CCOCCOC1CCN(C(=O)Nc2ccc3c(c2)OCCO3)CC1	-12%
O=C(O)c1cc(-c2ccc(Cl)c(Cl)c2)nc2ccccc12	-23%
O=C(O)CCCCCCC(=O)O	17%
Cn1nc(C(C)(C)C)cc1NC(=O)c1cccc(F)c1	10%
COc1ccc(C(=O)N2CCCN(C(=O)C3CC3)C(c3ccccc3)CC(=O)NCC2)cc1F (configuration not stated)	-26%
Cc1ccc(S(=O)(=O)C(CC(=O)c2ccc(F)cc2)c2cccs2)cc1 (configuration not stated)	-6%
O=C(c1ccc2c(c1)N(Cc1ccccc1F)C(=O)c1ccccc1S2(=O)=O)N1CCN(c2ccccn2)CC1	-9%
Cc1ccc(-c2cn3c(n2)sc2cc(C(=O)NC4CCCCCC4)ccc23)c(C)c1	?
O=c1cc(N2CCOCC2)oc2c(-c3ccccc3O)nccc12	-28%[86.2 µM]
Clc1cccc(-n2ncc3c(NCCCc4ccccc4)ncnc32)c1	-29%
CN1CC2(CCN(Cc3ccc(-c4ccc(Cl)cc4)o3)C2)OC1=O (configuration not stated)	?
Cn1cnc(S(=O)(=O)N2CCC(C(=O)N3CCN(c4ccc(Cl)cc4)CC3)CC2)c1	-7%
CCCN(CC1CCOC1)S(=O)(=O)Cc1ccccc1Cl (configuration not stated)	-15%
COc1ccc(OC)c(CCNC(=O)NCc2noc3ccccc23)c1	14%
CCN(CC)CCNC(=O)c1ccc2nc(CCc3ccccc3)oc2c1	-3%
COc1ccc(CC(=O)N2C[C@@H](CO)[C@H](c3ccncc3)C2)cc1	19%
COc1cc(C(=O)N2CCC(N3CCCCCC3)CC2)cc(OC)c1OC	?
CCOC(=O)c1cc(S(=O)(=O)N2CCN(c3ccc(F)cc3)CC2)[nH]n1	-2%
CCOCc1cc(C(=O)O)ccc1OC	-9%
C[S+](=O)([O-])N1CC2(Cc3ccccc31)CN([S+](=O)([O-])c1cccs1)C2	4%
CCOc1ccccc1C1NC(=O)N(CC(=O)Nc2c(C)cccc2Cl)C2=C1C(=O)OC2 (configuration not stated)	-3%
C#CCN(CC=C)Cc1cnc(S(=O)(=O)CC)n1CCCc1ccccc1	-12%
Cc1ccc(-n2c(SCC(=O)NC(N)=O)nnc2N2CCCCC2)cc1	12%

Another view of part of the listing above.
SMILES | KDM5B inh
COc1ccc(OC)c(CCNC(=O)NCc2noc3ccccc23)c1 | 14%
CCN(CC)CCNC(=O)c1ccc2nc(CCc3ccccc3)oc2c1 | -3%
COc1ccc(CC(=O)N2C[C@@H](CO)[C@H](c3ccncc3)C2)cc1 | 19%
COc1cc(C(=O)N2CCC(N3CCCCCC3)CC2)cc(OC)c1OC | ?
CCOC(=O)c1cc(S(=O)(=O)N2CCN(c3ccc(F)cc3)CC2)[nH]n1 | -2%
CCOCc1cc(C(=O)O)ccc1OC | -9%
C[S+](=O)([O-])N1CC2(Cc3ccccc31)CN([S+](=O)([O-])c1cccs1)C2 | 4%

New compounds follow
SMILES	KDM5B inh
CCOc1cc2c(cc1NC(=O)CC1CCCC1)OC(C)C2 (configuration not stated)	27%
COc1cccc(OCc2nc(C(=O)N(C)Cc3cnc4ccccn34)co2)c1	-24%
CCN1CCN(c2oc(/C=C/c3cc(OC)c(OC)c(OC)c3)nc2C#N)CC1	?
COc1cc(-c2nc3ncccn3c2Nc2ccc(C)cc2C)ccc1O	?
Cc1ccc(NS(=O)(=O)c2ccc(-c3coc(C)n3)cc2)c(C)c1	-23%
COc1ccc(Cc2nc3c4cnn(-c5ccccc5F)c4ncn3n2)cc1	10%
Cc1oc2cc(OC(C)C(=O)Nc3ccc4c(c3)OCO4)ccc2c(=O)c1-c1ccccc1 (configuration not stated)	-12%
O=c1c2cc(-c3ccccc3)nn2ccn1CC(O)c1ccccc1 (configuration not stated)	?
COc1ccc(OCC(=O)N2CCN(C(=O)c3cc(OC)c(OC)c(OC)c3)CC2)cc1	-9%
Cc1ccc(NC(=O)C(Sc2cccc[n+]2[O-])c2ccccc2)cc1 (configuration not stated)	-12%
Cc1nn(-c2ccccc2)c(=O)n1CC(=O)NCC1OCCc2ccccc21 (configuration not stated)	-26%
CC(C)c1ccc2occ(CC(=O)Nc3cccc(C(F)(F)F)c3)c2c1	19%
CCCCCCNC(=S)Nc1ccc(Br)cc1	0%
CC(C)(C)C(=O)N1CCC2(CC1)C(=O)NCN2Cc1ccc(Cl)cc1	10%
CNC(=O)C(=O)NC1CC(C)(C)NC(C)(C)C1	0%
Cc1ccc2c(c1)N(CC(=O)N1[C@@H]3CC[C@H]1CNC(=O)C3)C(=O)CO2	?
O=C(c1cc(Cl)ccc1Cl)N1CCC(c2nc3ccccc3o2)CC1	-6%
C/C(CC(=O)Nc1ccccc1C#N)=N\NC(=O)c1ccncc1	-40%
O=C1CCc2c(Cl)cc(Cl)c(O)c21	?
O=C1Cc2cc(S(=O)(=O)N3CCN(c4ccccc4)CC3)ccc2N1	-15%
CN1CCN(C(CNC(=O)C(=O)Nc2ccc(F)cc2)c2cccnc2)CC1 (configuration not stated)	-9%
O=C(c1ccc2[nH]ccc2c1)N1CCCC(n2cc(-c3nc(C4CC4)no3)nn2)C1 (configuration not stated)	1%
CN(C)C(=O)CN1CCCN(C(=O)C2CCN(S(=O)(=O)c3ccc(F)c(Cl)c3)CC2)CC1	1%
Cc1cc(N2CCC(C)CC2)nc2ccc(NC(=O)c3ccc(N(C)C)cc3)cc12	?
O=C(Cn1nc2c(cc1=O)CCCCC2)NCCc1nnc2ccccn12	-6%
(more compounds)
SMILES	KDM5B inh
O=C(Cn1ncnn1)N1CCN(Cc2cnc[nH]2)CC(O)C1 (configuration not stated)	-28%
CCc1ccc(C(=O)Nc2ccc(C)c(NS(C)(=O)=O)c2)cc1	28%
Cc1nn(-c2ccccc2)c(Oc2ccc(F)cc2F)c1CCC(=O)NC(C)C	-17%
Cn1nc(C2CCCN(C(=O)NC3CCCC3)C2)n(C2CCCC2)c1=O (configuration not stated)	5%
Cc1cnc(C(=O)N[C@@H]2CCC[C@@H]2C(=O)Nc2cccc(F)c2C)cn1	-15%
C[S+](=O)([O-])c1ccc(OCC2CN(Cc3ccccc3)C(=O)c3c(ccnc3-c3ccc(OCC(=O)O)cc3)O2)cc1 (configuration not stated)	-21%
Cc1ccc(NS(=O)(=O)c2cc([N+](=O)[O-])ccc2N/N=C/c2ccccc2)c(C)c1	1%
CNC(=O)C1(N2CCC[C@H]2C(=O)NCc2ccccc2)COC1	-4%[86.2 µM]
CCn1c(SCC(=O)Nc2ccc(C)cc2F)nnc1C(C)NC(=O)c1ccco1 (configuration not stated)	-3%
Cn1nc(C(=O)Nc2ccc(C(F)(F)F)cc2)c2ccccc2c1=O	7%
CC(C)(C)NC(=O)CN1CCCN(C(=O)C2CCN(c3nc4ccccc4o3)CC2)CC1	9%
O=C(NC1(C(F)(F)F)N=C(c2ccccc2)N(C2CCCCC2)C1=O)c1ccc(F)cc1 (configuration not stated)	7%
CCSc1oc(-c2ccc(F)cc2)nc1S(=O)(=O)c1ccc(F)cc1	-24%
Cc1ccc2c(=O)cc(C(=O)Nc3ccc(S(=O)(=O)Nc4onc(C)c4C)cc3)oc2c1	17%&-11%
COc1ccc(OC)c(NC(=O)C2CCc3nc(N4CCN(C(C)=O)CC4)sc3C2)c1 (configuration not stated)	?
COc1ccc(OC)c(NC(=O)CSc2ccnc(=O)[nH]2)c1	-8%
COc1cccc(S(=O)(=O)N2CCN(C3CCN(C)C3=O)CC2)c1 (configuration not stated)	-18%
CN(C)CCCNc1oc(-c2ccccc2Cl)nc1S(=O)(=O)c1ccc(F)cc1	22%
O=C(NC1CCCCC1)NC1CCc2nn(CC3CC3)c(=O)n2CC1 (configuration not stated)	-17%
CCOC(=O)C(=O)Nc1c(C(=O)Nc2ccc(OC)cc2)oc2ccccc12	i
CC(=O)Nc1cccc(NC(=O)Cn2cc(C(C)=O)c3ccccc32)c1	10%
Cc1c(CCC(=O)O)c(=O)oc2cc3occ(-c4ccc(Cl)cc4)c3cc12	79%[activator]
CCCn1nc(C(=O)NCc2ccccc2)c2ccccc2c1=O	14%
CCN(CC)CCC(=O)Nc1c(C(=O)OC)[nH]c2ccc(C)cc12	?
COc1cccc(/C=N/Nc2nnc3c(n2)[nH]c2ccccc23)c1OC	27%

Reprinted from the part before: two entries, followed by the next part.
SMILES	KDM5B inh
CCN(CC)CCC(=O)Nc1c(C(=O)OC)[nH]c2ccc(C)cc12	?
COc1cccc(/C=N/Nc2nnc3c(n2)[nH]c2ccccc23)c1OC	27%
CCOC(=O)N(C)S(=O)(=O)c1ccccc1[N+](=O)[O-]	9%
COc1ccc(C)cc1CC(=O)N(Cc1ccco1)C1CCS(=O)(=O)C1 (configuration not stated)	19%
CCn1nccc1C(=O)N1CCC2(CC1)NC(=O)N(c1ccc(F)cc1)N2	-21%
CCNC(=O)N1CCOC(CN(CC(C)C)C(=O)c2cccc(OC)c2)C1 (configuration not stated)	3%
Cc1nc2cc(NS(=O)(=O)c3ccccc3C(F)(F)F)ccc2o1	-2%
CC1=C[C@@H](CN(C)Cc2cccnc2)[C@H](C(C)C)C[C@H]1Cc1nnc(-c2ccc([N+](=O)[O-])cc2)o1	13µM*
C=CCN(C)C(=O)[C@@H]1Cc2cn(Cc3cc(C)on3)c3cccc(c23)[C@H](CC(C)C)N1	-5%[86.2 µM]
Cc1ccccc1[S+](=O)([O-])N1CCC2OCCN(Cc3ccccc3F)C(=O)C2C1 (configuration not stated)	9%[86.2 µM]
CCN(c1ccccc1)S(=O)(=O)c1ccc(C(=O)NCC(=O)Nc2ccc(F)c(F)c2F)cc1	20%
O=C(CCn1nc(-c2ccc(Cl)cc2)c2ccccc2c1=O)N1CCCCC1	10%
O=C(CS(=O)(=O)Cc1ccccc1)Nc1ccc(F)cc1	9%
CC(C)c1ccc(CNC(=O)CSc2nc3ccccc3o2)cc1	-2%
NC(=O)[C@@H](Cc1ccccc1)NC(=O)[C@@H]1C[C@@H](NS(=O)(=O)c2cccs2)CCN1C(=O)CSCC(=O)O	16%
COc1ccc(CCNC(=O)c2cc(-c3ccccc3)nc3ccccc23)cc1OC	?
CCc1ccc(CNC(=O)[C@@]23CCCC[C@H]2N(C)C(=O)CC3)cc1	-17%
Cc1cc(C)c2nc(N3C(=O)C(O)=C(C(=O)c4ccco4)C3c3cccc(O)c3)sc2c1 (configuration not stated)	-17%
O=C(N[C@H]1CO[C@H]2[C@@H]1OC[C@@H]2Nc1nccc(-c2cccc(F)c2)n1)C1CC1	?
O=C(NC[C@H]1O[C@H](Cc2cc(-c3ccc(F)cc3)on2)CC[C@@H]1O)NC1CCCCC1	20%[86.2 µM]
CCOC(=O)C1=C(CN(C)Cc2ccccc2)NC(=O)NC1c1ccc(CC)cc1 (configuration not stated)	-1%
Cc1ccc(C(=O)N2CCc3cc(CNC(=O)COc4ccccc4)ccc32)cc1	11%
C=C(C)Cn1c(-n2nc(C)cc2C)nc2c1c(=O)n(CCOC)c(=O)n2C	-13%
CCN(CC)S(=O)(=O)c1ccc2c(c1)N(CC(=O)N1CCN(c3ccc(Cl)cc3)CC1)C(=O)CO2	-5%
Cc1nc(-c2cccs2)c(CC(=O)Nc2ccccc2)s1	-2%
Cn1c(=O)c2c(nc3n(-c4ccc(O)cc4)c(-c4ccc(Br)cc4)cn23)n(C)c1=O	-9%
c1ccc([C@@H]2C[C@H]2c2nc(C3CCOCC3)nn2-c2cccnc2)cc1	-5%
(next part)
SMILES	KDM5B inh
O=C1N(Cc2cccc(F)c2F)CCCC1(O)CNCc1cccc(F)c1 (configuration not stated)	10%
Cn1nccc1NC(=O)Nc1cccc(Cl)c1Cl	11%
CCCc1ccc(S(=O)(=O)N2CCC(c3nnc(-c4cccc(C)c4)o3)CC2)cc1	?
CCCn1nc(C)cc1-c1nn2c(-c3cc(F)ccc3F)nnc2s1	23%
COC(=O)c1cccc(Cn2nnc3sc4c(c3c2=O)CCC(C(C)(C)C)C4)c1 (configuration not stated)	-9%
CC(=O)N1CCC(Cc2noc(-c3ccncc3)n2)C1 (configuration not stated)	22%
CN(Cc1ccc(C(C)(C)C)cc1)C(=O)C1CCN(C(=O)c2ccc(C(F)(F)F)cc2)CC1	-32%
COc1ccc(-c2nc(C(C)C)nc3c2CCN(C(=O)C2CCCC2)CC3)cc1	17%
CN(CCc1ccccn1)C(=O)c1cccnc1Oc1ccccc1	22%
CC(C)(C)NC(=O)N1CC(c2noc(C3CCCN3CC3CC3)n2)C1 (configuration not stated)	13%
COc1ccc(S(=O)(=O)N(C)Cc2cnn(C)c2)cc1OC	23%
N#Cc1cn(CC(=O)Nc2cccc(Cl)c2Cl)c2ccccc12	0%
COC(=O)C(C)Oc1cc(Br)c(C=O)cc1OC (configuration not stated)	3%
NC(=O)c1cccnc1Oc1ccccc1	22%

KDM5B inh, entries above that show a hit
SMILES	KDM5B inh
CC1=C[C@@H](CN(C)Cc2cccnc2)[C@H](C(C)C)C[C@H]1Cc1nnc(-c2ccc([N+](=O)[O-])cc2)o1	13µM*
